Source: PubChem (several laboratories)
PKA-R2B act: activates the human PKA-R2B holoenzyme complex; P22694+P31323; PKA-R2B holoenzyme dissociation, Cy5-IP20 fluorescence polarization; R2B truncated from residue 108, S112A mutant; 0% DMSO only, 100% 113 µM cGMP; activation, % at 11.4 µM; actives 0.079% (n = 340,000); AID 504700;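 active = activation above a cutoff set at the mean over all compounds plus 3 SD, cut at about 18% in these data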;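 note: higher means more holoenzyme dissociation and a rise in polarization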
Target sequence (P31323 whole entry, looked up, other chains not shown, the tested form may be a part): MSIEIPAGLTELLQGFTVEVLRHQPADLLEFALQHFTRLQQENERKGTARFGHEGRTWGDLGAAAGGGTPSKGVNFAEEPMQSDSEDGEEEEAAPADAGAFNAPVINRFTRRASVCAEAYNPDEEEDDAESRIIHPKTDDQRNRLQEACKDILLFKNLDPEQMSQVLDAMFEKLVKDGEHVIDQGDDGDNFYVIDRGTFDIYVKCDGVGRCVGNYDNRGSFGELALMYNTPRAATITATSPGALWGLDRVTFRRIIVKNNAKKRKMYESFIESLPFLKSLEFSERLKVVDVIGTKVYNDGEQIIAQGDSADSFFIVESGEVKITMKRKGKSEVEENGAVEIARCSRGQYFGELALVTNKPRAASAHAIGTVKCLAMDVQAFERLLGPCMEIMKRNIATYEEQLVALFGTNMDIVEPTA
CAL PDZ FP-1: human CAL PDZ-peptide interaction inhibition; actives 0.02% (n = 330,000); AID 504414; inhibition, % at 20 µM; purified CAL PDZ, TMR-peptide fluorescence polarization, 1 h; Q9HD26;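 active = highest replicate inhibition of at least 40%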;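 note: plate controls were DMSO neutral control wells for no effect and unlabeled competitor peptide control wells for full effect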
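System: tagged CAL PDZ domain. Schedule: 1 h room-temperature incubation prior to read. Signal: fluorescence polarization (mP). Measure: percent inhibition from loss of millipolarization.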
CAL PDZ FP-2: inhibitors of human CAL PDZ peptide binding; Q9HD26; purified CAL PDZ, TMR-peptide fluorescence polarization, 1 h; inhibition, % at 24.9 µM; actives 0.92% (n = 300,000); AID 602252;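 active = mean inhibition of at least 30% with at least half of replicates also reaching 30%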;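 note: 0% = DMSO neutral control and 100% = excess unlabeled competitor peptide PRC23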
Rtt109 HAT inh: blocks Candida albicans Rtt109/Vps75 acetyltransferase activity | purified Rtt109/Vps75, ThioGlo CoA-SH fluorescence, 4 h | inhibition, % at 34.9 µM | actives 0.16% (n = 330,000) | AID 540336;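 active = inhibition of at least 50% in every replicate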
DAGLB inhibitor: diacylglycerol lipase beta (human) inhibition. Q8NCG7. actives 0.059% (n = 340,000). HEK293T DAGLB membrane lysate, EnzChek fluorogenic substrate. inhibition, % at 5.17 µM; in the data active = inhibition above about 34%;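 note: 0% = enzyme with vehicle and 100% = wells lacking enzyme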
cardiac RTF act: cardiac RTF calcium sensitization; P19429+P45379; IANBD-labeled TnC RTF fluorescence at EC20 calcium; 0% EC20 calcium, 100% full calcium; activation, % at 7.2 µM; actives 0.24% (n = 340,000);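 active = activation above the mean over all tested compounds plus 3 SD, cut at about 30% in these data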;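 note: rise in fluorescence read as greater calcium sensitivity of cardiac thin filaments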
SR-BI DiI-HDL act: activators of SR-BI mediated HDL lipid uptake; CHO ldlA[mSR-BI] cells, DiI-HDL uptake fluorescence, 3 h; 100 = double the neutral-control signal; activation, % at 12.5 µM; actives 0.096% (n = 320,000); AID 504775;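 active = mean replicate activation of at least 60% and every replicate at or above 60%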;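 note: 0% = median plate neutral-control signal and 100% = twice that signal; values of inactives mirror those of a sister screen read the other way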
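System: CHO ldlA[mSR-BI] cells / Medium: HEPES-buffered (25 mM, pH 7.4) F12 plus 0.5% BSA / Probe or stimulus: labelled HDL, 10 µg/mL / Doses: single compound concentration, delivered by pin transfer / Schedule: 3 h, 37 °C / Measured by: DiI fluorescence, bottom read / Measure: cell-associated DiI fluorescence as measure of HDL uptake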
Cardiac RTF inh: cardiac RTF calcium desensitization. IANBD-labeled cardiac RTF, Ca2+ fluorescence. AID 493244. actives 0.12% (n = 340,000). inhibition, % at 7.15 µM. P19429+P45379;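 active = inhibition above the mean inhibition of all tested compounds plus 3 SD, cut at about 17% in these data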;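 note: assay run at fixed EC70 calcium of 1.6 mM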
C-LANA FP: blocks KSHV LANA C-terminal domain binding to DNA; MBP-C-LANA/FAM-LBS DNA binding, fluorescence polarization; inhibition, % at 9 µM; actives 0.078% (n = 340,000); AID 504423;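 active = highest replicate inhibition at or above 60% at 9 µM, even if other replicates fall short; inactive = all replicates below 60% inhibition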;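 note: 0% = neutral control wells and 100% = 4 µM acridine orange control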
Keap1-Nrf2 PPI: inhibitors of human Keap1-Nrf2 protein-protein interaction | Q14145 | Keap1 Kelch-Nrf2 peptide fluorescence polarization, 1536-well | inhibition, % at 9.4 µM | actives 0.15% (n = 340,000) | AID 504523; in the data active = inhibition above about 12%;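 note: human Keap1 Kelch domain with fluorescein labeled Nrf2 9mer peptide probe; 0% = neutral control wells and 100% = peptide positive control; higher means more block of Keap1 binding to Nrf2 peptide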
Target sequence (Q14145 whole entry, looked up, the tested form may be a part): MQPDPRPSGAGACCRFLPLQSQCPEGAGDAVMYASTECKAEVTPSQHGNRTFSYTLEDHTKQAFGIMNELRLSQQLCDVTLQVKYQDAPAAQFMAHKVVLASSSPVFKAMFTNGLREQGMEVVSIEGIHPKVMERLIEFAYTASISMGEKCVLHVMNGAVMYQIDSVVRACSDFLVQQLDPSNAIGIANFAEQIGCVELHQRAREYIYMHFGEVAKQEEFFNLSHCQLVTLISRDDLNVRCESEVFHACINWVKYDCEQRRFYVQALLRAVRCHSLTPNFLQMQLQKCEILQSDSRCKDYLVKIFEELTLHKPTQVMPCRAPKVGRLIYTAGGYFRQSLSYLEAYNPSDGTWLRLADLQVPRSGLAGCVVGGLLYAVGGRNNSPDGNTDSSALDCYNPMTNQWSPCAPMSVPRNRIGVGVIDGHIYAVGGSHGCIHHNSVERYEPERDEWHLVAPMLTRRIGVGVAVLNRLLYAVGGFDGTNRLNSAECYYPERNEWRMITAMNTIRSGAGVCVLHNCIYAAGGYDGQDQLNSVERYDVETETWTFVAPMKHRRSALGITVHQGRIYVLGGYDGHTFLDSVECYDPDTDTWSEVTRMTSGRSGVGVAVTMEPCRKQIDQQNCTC
Numbers without * were called inactive; . = not tested or not shown; & = joins results of further samples.

SMILES	PKA-R2B act	CAL PDZ FP-1	CAL PDZ FP-2	Rtt109 HAT inh	DAGLB inhibitor	cardiac RTF act	SR-BI DiI-HDL act	Cardiac RTF inh	C-LANA FP	Keap1-Nrf2 PPI
Cc1onc(NC(=O)c2ccc([N+](=O)[O-])o2)c1Br	9	-0.6	.	3	1	-1	-6	-2	2.4	5
CC(=O)Nc1cccc(/C(C)=N/Nc2nc3ccccc3s2)c1	-9	1.9	0	-3	4	-1	-58	-9	-0.7	1
COCCCn1c(SCC(=O)Nc2ccc(C(=O)OC)cc2)nc2ccccc2c1=O	-1	-1.9	-6	-2	-1	-5	.	-4	0.2	-2
Cc1cc(=O)n2nc(N3CCCC(C(=O)N4CCN(c5ccccc5)CC4)C3)sc2n1 (centres undefined)	-2	0.0	-4	-1	-1	-2	10	-12	2.6	-4
COc1ccc(NS(=O)(=O)c2ccc(NS(=O)(=O)c3cccs3)cc2)c(OC)c1	-7	-1.8	-2	11	2	-3	-2	11	0.5	-3
COc1ccc(C2CC(c3c(-c4ccccc4)c4cc(Cl)ccc4[nH]c3=O)=NN2C(=O)CCC(=O)O)cc1 (centres undefined)	-1	.	-5	4	3	-1	20	5	-0.5	-6
COc1c(Cl)cnn(-c2cccc(C)c2)c1=O	-8	0.6	-3	-2	-2	5	-9	-10	1.4	-6
COc1ccccc1C(=O)NNC(=O)C12CC3CC(CC(C3)C1)C2	-2	-2.0	-4	-7	3	1	.	-8	1.1	3
O=S(=O)(c1cccc(Cn2nnc(-c3ccccc3)n2)c1)N1CCOCC1	3	-0.8	-2	2	-2	6	29	-3	1.2	1
CCN(CC)CCN(C(=O)/C=C/c1cccs1)c1nc2ccc(OC)cc2s1	0	-1.1	-3	-5	0	9	15	0	-1.7	-4
Cc1ccc(OCCn2c(NC(=O)c3ccco3)nc3ccccc32)cc1	-2	0.1	-3	-5	1	-9	-18	1	-10	1
Cn1cc([N+](=O)[O-])c(C(=O)N/N=C/c2ccc3c(c2)OCO3)n1	0	-2.7	-6	-3	0	-1	8	-3	1.3	2
COc1ccc(-c2oc3ncn(CCN4CCOCC4)c(=N)c3c2-c2ccc(OC)cc2)cc1	4	-0.1	2	4	0	-1	-28	-8	-1.8	-1
COc1ccc(OC)c(NC(=O)CSc2nnc(Cc3cccn3C)n2-c2ccc(F)cc2)c1	9	0.1	.	-8	0	9	-25	-3	0.2	2
Brc1ccc2[nH]c3nc(SCCN4CCOCC4)nnc3c2c1	-5&-2	-1.8&-1.3	0&-3	-15&-3	-2&-1	-3&18	30&5	1&-17	-1.1&0.1	-4&-2
COc1cc(Cl)c(C)cc1NC(=O)CSc1ccccc1	1	-0.9	-5	-5	-9	3	-44	7	2.6	-3
COc1ccc(/C(O)=C2\C(=O)C(=O)N(CC3CCCO3)C2c2cc(OC)ccc2OC)cc1 (centres undefined)	2	-0.5	-9	0	1	-2	16	-8	-0.7	-4
O=C(NCCN1CCOCC1)c1cccc(S(=O)(=O)Nc2ccc(F)cc2)c1	-8	-0.5	-3	1	1	1	32	-5	-0.1	-2
Oc1ccc(/C=N/Nc2cccc3cccnc23)c(O)c1	-4	-1.3	-5	-31	3	-19	-30	-2	1.3	-1
CCN(CC)CCOC(=O)c1ccc(NC(=O)c2ccc(Cl)c(S(=O)(=O)N3CCCCCC3)c2)cc1	-12	-0.9	-5	8	-7	1	-24	4	-1.6	-3
CCC(C)(C)n1nnnc1CN1CCN(C(c2ccccc2)c2ccccc2)CC1	2	-3.5	-4	15	-11	6	-3	6	-2.1	2
COc1ccc(C2NC(=O)CCC2[N+](=O)[O-])c(OC)c1OC (centres undefined)	5	-2.2	.	-8	0	-1	36	-11	-0.8	0
CC(=C/C(=O)O)/C=C/c1ccco1	-3	-1.8	-2	8	2	-3	-3	14	2.4	-5
COC(=O)C(Cc1ccccc1)NC(=O)CNC(=O)c1ccc(Br)o1 (centres undefined)	2	0.4	-2	-4	-1	-4	9	-2	0.7	-5
Cc1ccc(S(=O)(=O)C(C#N)c2nc3ccccc3nc2OCCO)cc1 (centres undefined)	-16	-1.5	-3	4	3	-2	-8	-17	7.1	3
COc1ccc(CN2CCN(C(=O)c3cccnc3)CC2)cc1Br	3	0.5	1	14	0	-1	24	-4	-1.3	-2
COC(=O)CCC(=O)NNC(=O)Cc1ccccc1	-8	-2.6	-2	4	0	-3	22	-2	0.8	-1
COC(=O)c1c(-c2cc(C)ccc2C)csc1NC(=O)C1CC=CCC1C(=O)O (centres undefined)	2	-3.3	1	30	6	6	13	-12	3.7	-3
COc1ccc(CCNc2nc3ccccc3n3cnnc23)cc1OC	-6	-1.9	-2	1	-3	1	-10	0	1.3	4
CCc1ccccc1NC(=O)C1c2ccccc2Oc2ccccc21	-7	-2.1	0	3	-1	-5	10	-13	-0.9	-1
COc1ccc(N2C(=O)CC(NC3CCCCNC3=O)C2=O)cc1 (centres undefined)	-2	-0.7	.	3	1	-1	6	-5	-0.3	-10
CC(=O)Nc1ccc(S(=O)(=O)NCCc2ccccc2)cc1	-4	-1.1	-3	-6	-2	-2	-2	-2	1.3	3
CN1CSC2=C(C#N)C(c3cccc(OCc4ccccc4)c3)CC(=O)N2C1 (centres undefined)	11	-1.1	-8	-3	4	7	-20	-2	0.8	-9
N#C/C(=C\c1ccc([N+](=O)[O-])cc1)C(=O)NCCCn1ccnc1	5	-0.6	-1	2	0	-2	-28	0	-11	-3
CC1CCCC(C)N1CC(O)COc1c(F)cc(Br)cc1F (centres undefined)	-9	-2.1	-6	-18	-2	10	-2	-5	3.4	-4
Cc1cccc(N=c2c([N+](=O)[O-])nn(-c3ccc(Cl)cc3)n2O)c1	-7	0.5	5	-2	3	2	-4	3	1.7	-3
CC1(C)OCC(C2CC(c3ccccc3)NS(=O)(=O)O2)O1 (centres undefined)	-1	-0.3	1	0	1	4	-23	0	2.3	2
CC(C)C(=O)Nc1cccc(-c2csc(-c3ccccc3)n2)c1	-7	-1.1	-4	-2	-4	3	-38	-2	4.4	1
COc1ccc(C)cc1NC(=O)CCCN1C(=O)NC(C)(C)C1=O	-15	-0.1	-4	0	-3	-5	-27	-9	0.6	-1
CCCCOc1ccc(N(CC(=O)NCc2ccco2)C(=O)CCC(=O)Nc2nccs2)cc1	-10	-1.1	-1	-5	3	2	.	-3	-1.1	-5

Part of the list above, set out differently:
SMILES,PKA-R2B act,CAL PDZ FP-1,CAL PDZ FP-2,Rtt109 HAT inh,DAGLB inhibitor,cardiac RTF act,SR-BI DiI-HDL act,Cardiac RTF inh,C-LANA FP,Keap1-Nrf2 PPI
Cc1ccc(S(=O)(=O)C(C#N)c2nc3ccccc3nc2OCCO)cc1 (centres undefined),-16,-1.5,-3,4,3,-2,-8,-17,7.1,3
COc1ccc(C2NC(=O)CCC2[N+](=O)[O-])c(OC)c1OC (centres undefined),5,-2.2,.,-8,0,-1,36,-11,-0.8,0

Later entries.
SMILES	PKA-R2B act	CAL PDZ FP-1	CAL PDZ FP-2	Rtt109 HAT inh	DAGLB inhibitor	cardiac RTF act	SR-BI DiI-HDL act	Cardiac RTF inh	C-LANA FP	Keap1-Nrf2 PPI
O=C(Cn1cnc2c(NCc3ccccc3)ncnc21)NCc1ccccc1	2	0.5	-3	-3	0	-7	-28	-4	3.1	-5
Cn1c(SCC(=O)NCC2CCCO2)nnc1-c1c[nH]c2ccccc12 (centres undefined)	-8	0.2	-4	-2	1	11	8	1	-2.1	-7
C=CCn1c(C)cc(C(=O)COc2ccc(C)nc2[N+](=O)[O-])c1C	-14	-1.1	-1	3	0	-4	3	4	-0.6	0
Cc1ccnc(N2CCN(C(=O)CSc3nc4ccccc4nc3N3CCCCC3)CC2)c1	6	-0.1	-5	-3	-8	0	-6	-12	0.8	-3
CC(=O)N1CCN(C(=O)CNC(=O)c2cccs2)CC1	-3	0.3	-2	3	-2	-6	7	1	-0.7	-2
Nc1c(C(=O)O)cnc2c(-c3ccc(Cl)cc3)cnn12	-4	0.9	-6	1	4	0	7	-3	0.8	-2
Cn1nnnc1SCC(=O)NC(=O)NCc1ccccc1	-9	-2.1	2	-7	-1	0	25	-3	-2.4	-3
Fc1ccc(-c2nnc(CN3CCC(c4nc5ccccc5s4)CC3)o2)cc1	-15	-0.8	-1	4	-1	-5	-15	-17	0.4	-5
O=C(CNC(=O)C(c1ccccc1)c1ccccc1)N/N=C\c1cccc(O)c1	-6	-1.4	-6	13	2	2	-1	3	-0.4	0
CCCc1cc(=O)[nH]c(SCC(=O)NC2CCCCCCC2)n1	-10	-1.3	-1	12	1	3	8	-9	-0.9	-5
Cc1cc(C(=O)NNC(=S)NCC2CCCO2)cs1 (centres undefined)	3	0.1	-2	-1	2	-1	21	-5	-1.3	-2
O=C(N/N=C1\CCCCc2ccccc21)c1ccccn1	8	0.3	6	14	-1	7	10	-2	5.9	-4
CC(=O)Nc1cc(S(=O)(=O)Nc2ccccc2)c(C)cc1C	-9	0.7	3	2	0	-2	-18	-4	-0.7	-6
COc1ccc(OCC(=O)NNC(=S)NC(=O)C2CCCCC2)cc1	2	-2.7	-2	6	3	-1	8	1	0.5	-1
CCOc1ccc(N(C(=O)c2cnsn2)C(C(=O)NC2CCCCC2)c2ccncc2)cc1 (centres undefined)	1	-2.3	1	.	-2	-1	13	-8	1.6	0
Cc1ccc(N(C(=O)Cn2nnc(-c3ccc(F)cc3)n2)C(CC(C)C)C(=O)NCC2CCCO2)cc1 (centres undefined)	8	-0.6	-6	4	-6	-1	-7	2	-1.7	0
CC(=O)Nc1cccc(Oc2nc(C(F)(F)F)nc3ccccc23)c1	3	-1.6	-5	0	-2	0	-7	-12	0.5	3
Cc1ccc(NC(=O)c2nc3nccc(C)n3n2)c(C)c1	4	-0.6	-5	1	-1	1	9	-1	-0.4	-3
CNC[C@@H](Cc1ccccc1)NC[C@@H](CC1CCCCC1)NCCCc1ccccc1	3	-3.5	4	32	-2	0	17	-26	-0.1	0
Cc1ccc(/C=C/C(=O)Nc2sc(C)c(C)c2C(=O)OC(C)C)o1	-10	-1.8	-1	1	-5	-14	-54	-7	-0.6	-5
N#Cc1cccc(NS(=O)(=O)c2ccc(S(=O)(=O)N3CCOCC3)cc2)c1	-8	-1.2	-11	9	1	-2	19	1	-0.1	-4
COc1ccccc1-c1c(C)oc2c(CN3CCN(CCO)CC3)c(O)ccc2c1=O	1	-0.4	-6	-27	1	2	-4	-4	1.2	-5
O=C(CSc1nc2ccccc2o1)N1c2ccccc2Sc2ccc(C(F)(F)F)cc21	0	-2.2	0	27	-20	1	-4	-14	-0.1	1

Pulled by compound from above:
SMILES	PKA-R2B act	CAL PDZ FP-1	CAL PDZ FP-2	Rtt109 HAT inh	DAGLB inhibitor	cardiac RTF act	SR-BI DiI-HDL act	Cardiac RTF inh	C-LANA FP	Keap1-Nrf2 PPI
COc1ccccc1-c1c(C)oc2c(CN3CCN(CCO)CC3)c(O)ccc2c1=O	1	-0.4	-6	-27	1	2	-4	-4	1.2	-5
N#Cc1cccc(NS(=O)(=O)c2ccc(S(=O)(=O)N3CCOCC3)cc2)c1	-8	-1.2	-11	9	1	-2	19	1	-0.1	-4
